Assay outcomes deposited in PubChem by several laboratories.
BAP1 block – inhibitors of human BAP1 deubiquitinase | Q92560 | recombinant BAP1, Ub-AMC hydrolysis fluorescence kinetic; stronger effect = lower value | AID 436 | activity remaining (% of control), % at 20 µM | 72,000 tested, 0.48% active;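 active means activity remaining at or below 50% of control, provided the compound also passes the data quality filters; inactive means the rest, including low values that fail the filters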;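 further: 100% = DMSO wells rate and 0% = substrate alone blank rate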
HePTP inhibitor – blocks human HePTP tyrosine phosphatase; P35236; recombinant HePTP phosphatase activity, OD absorbance; inhibition, % at 20 µM; 110,000 tested, 0.64% active; AID 521; in the data active means inhibition above about 50%;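 further: plate controls were vehicle for no effect and reference inhibitor for full effect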
Target sequence (P35236 whole entry, looked up): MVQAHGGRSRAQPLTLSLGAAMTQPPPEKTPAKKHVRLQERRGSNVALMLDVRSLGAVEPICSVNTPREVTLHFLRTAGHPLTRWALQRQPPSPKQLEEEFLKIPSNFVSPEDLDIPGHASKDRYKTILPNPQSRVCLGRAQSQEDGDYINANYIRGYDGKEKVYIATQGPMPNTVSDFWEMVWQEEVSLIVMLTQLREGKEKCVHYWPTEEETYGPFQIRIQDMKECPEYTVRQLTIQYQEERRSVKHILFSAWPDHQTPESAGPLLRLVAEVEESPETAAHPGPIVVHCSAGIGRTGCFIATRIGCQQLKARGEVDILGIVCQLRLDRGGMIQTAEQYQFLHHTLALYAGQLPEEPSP
* = called active by the depositor; i = inactive; · = not tested or not shown; & = joins results of further samples.

mol,HePTP inhibitor,BAP1 block
COc1ccc([N+](=O)[O-])cc1N=Cc1ccc(N(C)C)cc1,·,86.2
Cc1cc(C)c2c(=O)n(-c3ccccc3)[nH]c2n1,6.9,96.6
CC1CCc2cc(F)ccc2N1C(=O)CN1C(=O)c2ccccc2C1=O (centres undefined),8.0,145.5
COC(=O)c1ccc2c(c1)NC(=O)C(N1CCCCC1)S2 (centres undefined),4.5,94.2
CC(C)(C)c1cc(CNC2CS(=O)(=O)C[C@@H]2O)cc(C(C)(C)C)c1O (some centres undefined),0.9,71.2
CC1(c2ccccc2)CC(O)CC(c2ccccc2)N1 (centres undefined),-4.5,·
Nc1ccc(-c2cc(C(=O)O)c3ccccc3n2)cc1,2.6,·
Cc1ccc2cc(CN(CC3CCCO3)C(=O)NC3CCCCC3)c(=O)[nH]c2c1C (centres undefined),-16.7,99.3
COCc1cc(C)nc(N/N=C/c2c[nH]c3ccccc23)c1C#N,-4.5,·
Clc1ccc(Cl)c2sc(N3CCCC3)nc12,5.4,94.1
COc1cccc(N2CCN(C(=O)c3cccnc3)CC2)c1,-1.2,·
O=C(Cc1ccccc1)Nc1ccc(Cc2ccncc2)cc1,2.1,·
O=C1C(Cl)=C(NCc2ccccc2)C(=O)N1c1ccccc1,8.0,·
N#CCSc1nnc(-c2ccccc2O)n1CCc1ccccc1,3.7,92.7
CC1(C)CC(=O)C2=C(C1)OC(c1cccs1)C(C#N)=C2N (centres undefined),-8.9,104.5
COc1ccc(NC(=O)C2CC(=O)N(c3ccc(C)cc3)C2)cc1 (centres undefined),-2.4,·
O=C(O)C1CC(O)CN1C(=S)Nc1ccccc1 (centres undefined),12.9,·
COc1ccc(-c2[nH]ncc2Oc2ccccc2OC)c(O)c1,3.2,103.3
CCCCCOc1ccc(C(=O)NC(C(=O)O)C(C)C)cc1 (centres undefined),6.2,119.9
O=C(/C=C/Nc1ccc(F)c(Cl)c1)c1ccc(Br)cc1,-11.9,·
CC(C)(C(=O)O)c1ccc(C(O)CCCN2CCC(C(O)(c3ccccc3)c3ccccc3)CC2)cc1 (centres undefined),·,89.9
Cc1ccc(C(=O)Nc2cccc3nsnc23)cc1,-14.1,·
CCOC(=O)c1ccc(NC(=O)Cn2nnc3ccccc32)cc1,8.8,84.9
O=C(Cn1ncc2c(=O)oc3ccccc3c21)N1CCC(N2CCCCC2)CC1,3.8,88.4
CCOC(=O)C1C(=O)CC(O)(c2cccc(Br)c2)CC1C=C(Cl)Cl (centres undefined),2.9,·
COC(=O)C1=C(C)Nc2ncnn2C1c1ccc(OCc2ccccc2)c(OC)c1 (centres undefined),·,210.8
CCc1ccc2nc(NC3=NCN(CCN4CCOCC4)CN3)nc(C)c2c1,3.8,87.6
CC(=O)N1CCc2cc(S(=O)(=O)Nc3cccc(C(F)(F)F)c3)ccc21,-3.6,85.1
COc1ccc(S(=O)(=O)NC2CCCCCC2)cc1,-8.7,·
Cc1ccc(S(=O)(=O)N2CCCC2CO)cc1 (centres undefined),-8.9,109.2
Cn1nnnc1SCC(=O)Nc1ccc(N2CCOCC2)cc1,3.4,·
CCOc1ccccc1NC(=O)c1c(-c2ccccc2)noc1C,3.0,·
CCCCCCn1c(N2CCN(c3ccccc3)CC2)nc2c1c(=O)n(C)c(=O)n2C,8.1,90.5
O=C(CSc1nnnn1-c1ccccc1)Nc1ccccc1Br,-14.1,·
O=C(CSCCO)Nc1cccc(C(F)(F)F)c1,2.0,106.6
CC(=O)C1=C(O)C(=O)N(c2nc3ccccc3s2)C1c1ccc(Cl)cc1 (centres undefined),-4.7,·
NC(=O)NC(c1ccccc1)c1ccccc1I (centres undefined),6.6,·
COc1cccc(-c2nnc(N(C)C(=O)C3CCOC3)s2)c1 (centres undefined),-12.7,·
COc1ccc(C2C(C#N)=C(N)Oc3n[nH]c(C)c32)cc1CN1CCN(c2ccc(F)cc2)CC1 (centres undefined),-1.9,·
COc1ccc(COCC(O)CN2CCOCC2)cc1OC (centres undefined),3.9,100.8
Cc1ccc(-c2nnn(CC(=O)Nc3ccc(S(=O)(=O)N4CCC(C)CC4)cc3)n2)cc1,10.9,23.6*
CCOC(=O)CC(=O)CSc1nccc(N(C)C)c1C#N,2.7,·
CCOC(=O)CNC(=O)CSc1ncnc2c1nnn2-c1ccc(F)cc1,-1.0,129.5
COc1ccc(/C=N/n2cncn2)cc1CSc1ccccn1,12.0,65.5
C[C@H](NC(=O)CCc1ccccc1)c1ccccc1,-9.7,·
COc1ccc(NCc2nnc(SCC(=O)N3CCCc4ccccc43)n2C)cc1,8.2,116.8
Cc1sc(NC(=O)c2cccnc2)nc1-c1ccc(Br)cc1,-11.7,·
CN(C)S(=O)(=O)N1CCc2ccccc2C1,-2.2,92.2
O=C(CCSCCC(=O)NCCN1CCOCC1)NCCN1CCOCC1,8.2,52.0
O=C1C2=C(C(c3ccccc3)=NCCN2)C(c2ccc3c(c2)OCO3)N1c1ccccc1 (centres undefined),-16.8,·
COc1ccc(NC(=O)c2ccc(C3SCC(=O)N3Cc3ccccc3)cc2)cc1 (centres undefined),-12.0,·
CN(C)S(=O)(=O)c1cccc(C(=O)Nc2cccnc2)c1,8.4,56.0
Cc1noc(C)c1S(=O)(=O)N(CC(=O)O)c1ccc2c(c1)OCO2,17.2,94.4
Cc1cc(C)nc(SCN2C(=O)c3ccccc3C2=O)n1,-1.1,·
CSc1nc2[nH]c3c(c2c2nnnn12)CCCC3,3.4&-6.3,119.5
Cc1cccc(N(CC(=O)Nc2c(C)n(C)n(-c3ccccc3)c2=O)S(C)(=O)=O)c1,3.9,·
O=C(Nc1ccc(Cc2ccncc2)cc1)c1cccc(C(=O)Nc2ccc(Cc3ccncc3)cc2)c1,2.9,·
CCOC(=O)c1c(-c2ccccc2)c[nH]c1C,6.9,·
CSC1=NCCN1C(=O)c1ccc(S(=O)(=O)N(C)C)cc1,5.7,97.4
Brc1ccc2ncnc(NCc3cccnc3)c2c1,4.0,·

Six entries already listed, arranged by formula weight, largest number first:
mol,HePTP inhibitor,BAP1 block
COc1ccc(C2C(C#N)=C(N)Oc3n[nH]c(C)c32)cc1CN1CCN(c2ccc(F)cc2)CC1 (centres undefined),-1.9,·
O=C1C2=C(C(c3ccccc3)=NCCN2)C(c2ccc3c(c2)OCO3)N1c1ccccc1 (centres undefined),-16.8,·
CSC1=NCCN1C(=O)c1ccc(S(=O)(=O)N(C)C)cc1,5.7,97.4
CCOC(=O)CC(=O)CSc1nccc(N(C)C)c1C#N,2.7,·
CN(C)S(=O)(=O)N1CCc2ccccc2C1,-2.2,92.2
CCOC(=O)c1c(-c2ccccc2)c[nH]c1C,6.9,·

Next compounds follow:
mol,HePTP inhibitor,BAP1 block
CS(=O)(=O)NCCSCc1ccccc1,12.4,100.6
C=CCNc1nc(-c2ccc(C)cc2C)cs1,-8.0,·
CCN(CC)S(=O)(=O)c1ccc(C(=O)Nc2sc3c(c2C(N)=O)CCCC3)cc1,-2.9,·
Cc1ccc(CNC(=O)/C=C/c2ccccc2)cc1,2.9,·
O=C1c2ccccc2NC(c2ccccc2F)N1Cc1ccco1 (centres undefined),-4.2,·
Cc1ccc(C(=O)C[n+]2cc(-c3ccccc3)n3c2CCCCC3)cc1,-7.1,·
Cc1cc(NC(=O)CCCC(=O)NCc2cccs2)no1,3.4,92.7
O=C(c1ccccc1)N1CCN(C(=O)c2ccccc2)C1,4.2,·
CC(C)CN(C(=O)COC(=O)C12CC3CC(CC(O)(C3)C1)C2)C1CCS(=O)(=O)C1 (centres undefined),6.3,105.5
O=C(NCCO)C(c1ccccc1)c1ccccc1,4.3,101.2
CCCCn1c(O)c(C2=c3cc(Br)ccc3=NC2=O)sc1=S,-13.2,·
O=C(c1cc(F)c(F)cc1Br)N1CCOCC1,-1.5,·
CCOc1ccc(N2C(=O)S/C(=C\C=C\c3ccccc3)C2=O)cc1,-6.1,·
Cc1sc(NC(=O)CN2CCN(c3ccccn3)CC2)c(C#N)c1C,-1.5,114.2
Cc1nc2sc(C(c3cccc(F)c3)N3CC(C)OC(C)C3)c(O)n2n1 (centres undefined),-2.1,111.5
Cc1ccc(N(CC(O)CN2CCCCC2)S(=O)(=O)c2ccc([N+](=O)[O-])cc2)cc1 (centres undefined),3.6,·
O=C(O)c1ccc(N2C(=O)CC(N3CCC(C(=O)O)CC3)C2=O)cc1 (centres undefined),-9.9,·
O=C1CC(N2CCN(c3cccc(C(F)(F)F)c3)CC2)C(=O)N1c1ccccc1 (centres undefined),-6.9,94.4
O=C(C1CC1)N1CCc2cc(S(=O)(=O)NCC3COc4ccccc4O3)ccc21 (centres undefined),7.7,92.3
COc1ccc(/C=C2/SC(=S)NC2=O)cc1OCc1ccc([N+](=O)[O-])cc1,23.8,·
CCOC(=O)c1nnn(CC(=O)Nc2cccc(OC)c2)c1C(=O)OCC,2.2,112.3
Cc1ccc2c(c1)c1c3n2CCN=C3CCC1,-17.2,·
Cc1ccsc1/C=C1\SC(N2CCN(C)CC2)=NC1=O,-3.3,·
O=C(Nc1cnn(Cc2ccccc2)c1)c1nc2ncccn2n1,-0.1,105.6
O=C(NC1CCCC1)c1cc(-c2ccc(Cl)cc2)nc2ccccc12,-6.3,·
C#CCSC1=C(C#N)C(c2cccs2)C(C(=O)OCC)=C(C)N1 (centres undefined),-3.1,·
O=C(CC(=O)c1ccccc1O)c1ccco1,0.6,·
N#CCCSc1nc(N2CCOCC2)c2c(c1C#N)CCCC2,-1.1,91.5
Cc1ccc(C)c(NC2=NC3(CCCCC3)N=C(N)N2)c1,·,125.1&103.0
COc1ccccc1Oc1ccc2c(c1)C(=O)N(c1cccc(O)c1)C2=O,-0.9,84.3
COc1ccccc1N(CC(=O)NCc1cccnc1)S(C)(=O)=O,-0.5,95.0
CN(Cc1nnc(SCC(=O)NCCc2ccccc2)n1C)S(=O)(=O)c1ccccc1,7.1,132.8
CCc1cc2c(NCCCC(=O)O)ncnc2s1,·,134.1
COC(=O)c1[nH]c(C)c(/C(O)=C2\C(=O)C(=O)N(CCN3CCOCC3)C2c2cccs2)c1C (centres undefined),6.6,71.2
O=C(NC(=S)N1CCOCC1)c1ccc(Br)cc1,-2.0,·
COc1ccc(Nc2ccc(OC)cc2)cc1,0.8,·
CC1(C)OC(C(=O)NC2CCCCC2)C(C(=O)NC2CCCCC2)O1 (centres undefined),9.2,117.7
CC1=C(C(=O)OCCc2ccccc2)C(c2ccccc2OCc2ccccc2)CC(=O)N1 (centres undefined),1.9,·
O=C(CSc1c2c(nc3ccc(Cl)cc13)CCCC2)N1CCN(C(=O)c2ccco2)CC1,8.2,105.4
CSc1nc2sc3c(c2c(=O)n1C)CCC(C)C3 (centres undefined),5.0,82.0
CC(C)CNC(=O)c1ccccc1NC(=O)CSCc1ccccc1,0.6,·
CC(=O)C(C)Oc1ccc2c3c(c(=O)oc2c1C)CCCC3 (centres undefined),0.6,·
O=c1oc(-c2ccccc2)nc2sc3c(c12)CCCCC3,6.2,·
O=C(c1ccc(C#CC2(O)CCCCC2)cc1)N1CCN(c2ccccc2Cl)CC1,-1.4,·
CC1=CC(=O)C=C/C1=N\OS(=O)(=O)c1ccccc1,3.8,·
O=c1oc2ccc(Br)cc2cc1-c1nc(-c2ccc([N+](=O)[O-])cc2)cs1,1.1,·
COc1cc(C)ccc1NC(=O)c1ccc(S(=O)(=O)N2CCOCC2)cc1,10.3,105.0
COc1ccc2[nH]c(=S)[nH]c2c1,6.6,108.9
C=CCc1c(C)c2ccc(OC(C)=O)cc2oc1=O,·,i
CCOc1cccc(-c2cc(=O)[nH][nH]2)c1,-5.7,101.7
CCOc1ccc(N2C(=O)S/C(=C\c3ccc(OC)cc3)C2=O)cc1,4.9,·
CCOC(=O)C1CCN(C(=O)c2ccc(OC)cc2OC)CC1,8.5,105.0
C=CCNC(=O)c1cc(=O)c2ccccc2o1,-0.8,107.0
O=C(NCCNC(=O)c1ccccc1O)c1ccccc1O,-10.4,60.2
COC(=O)C1=NN(C(C)=O)C(O)(c2ccccc2)C1 (centres undefined),-15.2,·
CC(=O)N(C)c1ccc(NC(=O)COc2ccc(Cl)cc2Cl)cc1,2.2,·
Cc1c(C(=O)Nc2ccccc2CO)cccc1[N+](=O)[O-],6.2,·
CCN(CCCNC(=O)c1[nH]c(C)c(C(C)=O)c1C)c1ccccc1,3.5,91.2
NC(Cc1ccc2nonc2c1)C(=O)O (centres undefined),-3.1,106.6
O=C(Nc1ccc2oc(-c3cccnc3)nc2c1)c1ccc(Br)o1,-3.4,·
CC1CCN(c2cc(N3CCN(C(=O)c4ccc(F)c(F)c4)CC3)c([N+](=O)[O-])cc2F)CC1,-8.3,·
CCCCn1c(N)c(Sc2ccc(C)cc2)c(=O)[nH]c1=O,-1.5,108.9
